ALOX12 inh = Primary qHTS assay for inhibitors of human arachidonate 12S-lipoxygenase (ALOX12): Round 2; purified 12hLO, xylenol orange hydroperoxide absorbance; Potency, µM (doses to about 108 µM), for inactives: top-dose activity change, negative = inhibition, hits mostly inhibitors; 580,000 compounds, 1.1% hits; AID 1671190, 2021; further: on the % scale 0 is the no-effect control and ±100 the full control effect
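Purified human 12hLO (150 nM final) in 25 mM Hepes, 0.01% Triton X-100, pH 7.0 was preincubated 15 min at room temperature with compound. Then 40 uM arachidonic acid was added, 30 min. Hydroperoxide was read by Fe-XO absorbance ratio 573/405 nm.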
ERG-DNA inh = qHTS for Small Molecule Inhibitors of the ERG Ets/DNA interaction; Transcriptional regulator ERG (Homo sapiens), P11308; fluorescence polarization, His-ERG Ets domain / labelled DNA; Potency, µM (top dose mostly 76.9 µM), for inactives: at the top dose FP activity, negative = inhibition, usual class: inhibitors; 370,000 compounds, 0.028% hits; AID 624246, 2012; active means well fitted inhibition curve with a large enough effect in the polarisation, with a control signal flat; inconclusive means small, poorly fitted or top-dose-only effect, or effect the other way, or a change in a side signal; inactive means no such curve, though single readings can be large or run the other way; the % refers to the polarisation;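 further: polarization taken with two DNA probes labelled with fluorescein and Texas red; % of control where 0% means no effect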
Target sequence (P11308 whole entry, looked up, the tested form may be a part): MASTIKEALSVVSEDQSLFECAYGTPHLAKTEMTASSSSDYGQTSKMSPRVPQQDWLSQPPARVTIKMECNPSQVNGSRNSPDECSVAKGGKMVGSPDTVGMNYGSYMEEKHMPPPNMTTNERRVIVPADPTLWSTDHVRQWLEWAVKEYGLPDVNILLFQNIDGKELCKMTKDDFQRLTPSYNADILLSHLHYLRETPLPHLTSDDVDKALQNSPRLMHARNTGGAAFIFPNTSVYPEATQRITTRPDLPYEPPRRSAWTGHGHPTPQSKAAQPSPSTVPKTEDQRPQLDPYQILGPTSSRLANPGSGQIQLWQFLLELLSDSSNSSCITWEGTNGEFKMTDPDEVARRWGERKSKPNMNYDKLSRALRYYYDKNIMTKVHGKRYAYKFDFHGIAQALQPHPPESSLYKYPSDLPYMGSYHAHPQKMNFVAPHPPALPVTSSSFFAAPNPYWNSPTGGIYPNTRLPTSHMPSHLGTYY
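His-tagged ERG Ets domain (1 uM in the protein solution; 300mM KCl, 50mM Tris-HCl, 1mM EDTA, 1mM DTT, pH 7.5) received compound, then a probe mix of 5 nM fluorescein-DNA and 100nM Texas-615-DNA. Fluorescence polarization was read for both dyes.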
JMJD2A Tudor inh = qHTS Assay for Inhibitors of JMJD2A-Tudor Domain | Lysine-specific demethylase 4A (Homo sapiens), O75164 | AlphaScreen JMJD2A-Tudor / H3K4me3 peptide binding | Potency, µM (highest dose often 114 µM), without a hit: at the highest dose activity change, negative = inhibition, most hits filed as inhibitors | 390,000 compounds, 4.4% hits; further: on the % scale 0 is the no-effect control and ±100 the full control effect; nearly all actives have a fitted effect of over 50% in size
Pin1 inhibitor = qHTS Assay to Find Inhibitors of Pin1; Pin1 FP peptide displacement, HiFluor488, 10 min; Potency, µM (top dose mostly 115 µM), without a hit: at the highest dose activity, negative = inhibition, usual class: inhibitors; 390,000 compounds, 0.009% hits; active means well fitted inhibition curve with a large enough effect in the polarisation, with a control signal flat, not every such curve was filed as active; inconclusive means small, poorly fitted or top-dose-only effect, or effect the other way, or a change in a side signal; inactive means no such curve, though single readings can be large or run the other way; the % refers to the polarisation; further: on the % scale 0 is the no-effect control and ±100 the full control effect
HP1b binding inh = HTS for Inhibitors of HP1-beta Chromodomain Interactions with Methylated Histone Tails. AlphaScreen HP1-beta / biotin-H3K9me3 peptide binding. Potency, µM (highest dose often 114 µM), inactives show top-dose activity change, negative = inhibition, usual class: inhibitors. 390,000 compounds, 0.56% hits. AID 540317, 2011; further: nearly all actives have a fitted effect of over 70% in size; inactives centre near 23
Target sequence (P83916 whole entry, looked up): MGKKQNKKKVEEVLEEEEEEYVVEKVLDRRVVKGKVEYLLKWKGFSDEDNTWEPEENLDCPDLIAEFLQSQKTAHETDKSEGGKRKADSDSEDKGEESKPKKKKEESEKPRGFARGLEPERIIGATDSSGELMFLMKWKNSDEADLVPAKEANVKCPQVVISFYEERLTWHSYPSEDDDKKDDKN
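HP1-beta protein (50 nM final) preincubated 30 min at room temperature with biotinylated H3(1-18)K9me3 peptide (50 nM) in PBS pH 7.4, 0.01% Tween-20, then compound added for 30 min. AlphaScreen streptavidin donor/nickel chelate acceptor beads (10 ug/mL final), 30 min dark, luminescence read.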
RGS4 inh = Inhibitors of Regulator of G Protein Signaling (RGS) 4: qHTS; Regulator of G-protein signaling 4 (Homo sapiens), P49798; 390,000 compounds, 0.039% hits; Potency, µM (highest dose often 114 µM), without a hit: at the top dose activity change, negative = inhibition, actives largely listed as inhibitors; Transcreener GDP fluorescence polarization, RGS4-accelerated GTP hydrolysis; further: on the % scale 0 is the no-effect control and ±100 the full control effect; nearly all actives have a fitted effect of over 75% in size; some results filed as inactive show a strong effect at the top dose
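MLSMR compounds (23 nl, pin-transferred) preincubated 10 min at room temperature with a 500nM (2x) first reagent, then RGS4 at 900nM (2x) plus Transcreener GDP mix added; fluorescence polarization (620/688 nm) read before and after 90 min at 30 °C.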
rTrxR1 inhibitor = qHTS Assay for Inhibitors of Mammalian Selenoprotein Thioredoxin Reductase 1 (TrxR1): qHTS; Thioredoxin reductase 1, cytoplasmic (Rattus norvegicus), O89049; recombinant rTrxR1, NADPH fluorescence consumption, selenite substrate; Potency, µM (series often up to 114 µM), for the others: at the top dose activity change, negative = inhibition, usual class: inhibitors; 390,000 compounds, 1% hits; further: on the % scale 0 is the no-effect control and ±100 the full control effect; nearly all actives have a fitted effect of over 65% in size
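Rat TrxR1 (90 nM in the dispensed reagent) was pre-reduced with 400 uM NADPH for 5 min at room temperature, then incubated with compound for 15 min. After 400 uM selenite was added, NADPH fluorescence (Ex 340/Em 450 nm) was followed for 8 min.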
GLS inhibitor = qHTS for Inhibitors of Glutaminase (GLS). Glutaminase kidney isoform, mitochondrial (Homo sapiens), O94925. GLS enzymatic activity, qHTS titration. Potency, µM (series often up to 45.5 µM), for inactives: at the highest dose activity change, negative = inhibition, usual class: inhibitors. 410,000 compounds, 0.21% hits; further: on the % scale 0 is the no-effect control and ±100 the full control effect
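Glutamate formation by hKGA was monitored fluorometrically using coupled glutamate oxidase, HRP and Amplex Red. Substrate was added as 1 mM L-glutamine solution; incubation was 30 min at RT after an initial read.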
Tb PGK inh = qHTS Assay to Find Inhibitors of Phosphoglycerate Kinase; PGK/GAPDH coupled, Kinase-Glo luminescence, 60 min; AID 602233, 2012; Potency, µM (series often up to 57.5 µM), for inactives: at the highest dose activity change, negative = inhibition, usual class: inhibitors; 380,000 compounds, 0.043% hits; Phosphoglycerate kinase, glycosomal (Trypanosoma brucei brucei), P07378; further: on the % scale 0 is the no-effect control and ±100 the full control effect; nearly all actives have a fitted effect of over 60% in size
Target sequence (P07378 whole entry, looked up): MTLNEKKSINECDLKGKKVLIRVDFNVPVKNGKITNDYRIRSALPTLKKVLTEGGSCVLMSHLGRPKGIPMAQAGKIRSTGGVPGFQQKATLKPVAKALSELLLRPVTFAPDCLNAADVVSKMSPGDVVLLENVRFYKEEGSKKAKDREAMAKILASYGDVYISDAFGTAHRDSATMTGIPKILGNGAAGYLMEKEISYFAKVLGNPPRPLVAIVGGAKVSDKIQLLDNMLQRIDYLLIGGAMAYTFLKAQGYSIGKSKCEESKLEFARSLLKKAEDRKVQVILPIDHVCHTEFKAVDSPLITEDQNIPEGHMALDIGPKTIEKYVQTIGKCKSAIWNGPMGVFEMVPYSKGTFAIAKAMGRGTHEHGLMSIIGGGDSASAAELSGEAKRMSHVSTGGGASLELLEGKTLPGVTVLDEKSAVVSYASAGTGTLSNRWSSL
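Recombinant glycosomal PGK reaction used 1,3-bisphosphoglycerate generated in-well by GAPDH (100nM final) in 100mM TEA pH 7.6, 5mM MgCl2, 0.01% Tween-20. After 60 minutes at room temperature, ATP was read by Kinase-Glo Plus luminescence end-point.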
* = called active by the depositor; i = inactive; ? = inconclusive; [ ] = another dose, or the depositor's remark. Unless noted, the call rests on the fitted dose curve; in most records, active means well fitted curve in the direction sought with a large enough effect; inconclusive means small, poorly fitted or top-dose-only effect, or another doubt; inactive means no such curve, though single readings can be large; an effect the other way counts as inactive or inconclusive. Potency means the concentration at half of the fitted maximal effect. Not all compounds are listed; the hit share may differ from the screen's.

Field names: A = ALOX12 inh; B = ERG-DNA inh; C = JMJD2A Tudor inh; D = Pin1 inhibitor; E = HP1b binding inh; F = RGS4 inh; G = rTrxR1 inhibitor; H = GLS inhibitor; I = Tb PGK inh
CCCCCCOc1ccc(N2C(=O)CC(N3CCN(C(=O)c4ccco4)CC3)C2=O)cc1 (stereo not given)
  A: 4%; B: -5%; C: -17%; D: -12%; E: 17%; F: -13%; G: 2%; H: 5%; I: -1%
CN(C(=S)NC(=O)c1ccccc1)c1c(N)n(Cc2ccccc2)c(=O)[nH]c1=O
  A: 23%; B: -13%; C: -7%; D: 0%; E: 57%[activator]; F: -5%; G: -3%; H: 15%; I: -1%
COc1ccc(CCNC(=O)CSc2nc(N)c3c(C)c(C)oc3n2)cc1OC
  A: 253%[activator]; B: 11%; C: -3%; D: 2%; E: ?; F: 7%; G: 20%; H: 6%; I: i
Nc1nc(SCC(=O)Nc2ccccc2)nc2nc3c(cc12)CCCC3
  A: 4%; B: 14%; C: -8%; D: 46%[activator]; E: 18%; F: 12%; G: 8%[57.1 µM]; H: 1%; I: -3%
COc1ccc(OC)c(/C(O)=C/C(=O)C(=O)Nc2ccccc2OC)c1
  A: 7%; B: 0%; C: -35%; D: 0%; E: 24%; F: -4%; G: -13%; H: 15%; I: -7%
Cc1ccc(CN2CCN(C/C=C/c3ccc(F)cc3)CC2CCO)o1 (stereo not given)
  A: 0%; B: -1%; C: -27%; D: 0%; E: 28%; F: 23%; G: 2%; H: 1%; I: -1%
O=C(Nc1cccc2ccccc12)N1CCN(Cc2ccc3c(c2)OCO3)CC1
  A: -8%; B: -4%; C: -5%; D: -5%; E: 6%; F: -23%; G: 7%; H: 3%; I: -4%
CCOC(=O)CC(NC(=O)c1ccccc1F)c1ccc(C)cc1 (stereo not given)
  A: 1%; B: 15%; C: -15%; D: -1%; E: 42%[activator]; F: -1%; G: 20%[57.1 µM]; H: -4%; I: -9%
Cc1c(C(O)CN2CCC(C(N)=O)CC2)c2ccccc2n1C (stereo not given)
  A: ?; B: -7%; C: -10%; D: -20%; E: 15%; F: -5%; G: ?; H: 9%; I: -2%
CN(CC(=O)Nc1ccc(F)cc1)C(=O)COC(=O)c1ccccc1
  A: -52%; B: -3%; C: 3%; D: 1%; E: 29%; F: -3%; G: 18%; H: -1%; I: 5%
O=C(COC(=O)CCc1ccc(S(=O)(=O)N2CCOCC2)cc1)NCc1ccccc1
  A: ?; B: -6%; C: -4%; D: -6%; E: 35%; F: 6%; G: 14%; H: 0%; I: -4%
CCOc1cccc(NC(=O)CSc2ncc(-c3ccccc3)[nH]2)c1
  A: 8%; B: -3%; C: ?; D: -4%; E: -19%; F: 0%; G: -23%; H: 3%; I: -9%
CC(C)(C)NC(=O)C1CCN(C(=O)c2ccco2)CC1
  A: 18%; B: -12%; C: 1%; D: -15%; E: 52%[activator]; F: -20%; G: 13%; H: -11%; I: 0%
Cn1c(CSCc2ccc(Cl)c(Cl)c2)nnc1SCC(=O)Nc1nccs1
  A: 38%[57.4 µM]; B: -2%; C: -17%; D: 0%; E: 3%; F: 19%; G: 18%; H: 4%; I: -10%
O=C(CCN1C(=O)C2C3C=CC(C3)C2C1=O)NC1CCCCC1 (stereo not given)
  A: 2%; B: 1%; C: 0%; D: -1%; E: 19%; F: 34%; G: 17%; H: -13%; I: 3%
CC1Cc2ccccc2N1S(=O)(=O)c1cccc(C(=O)Nc2cccnc2)c1 (stereo not given)
  A: 27%; B: -5%; C: -21%; D: -3%; E: -14%; F: -32%; G: 7%; H: 0%; I: -6%
O=C(O)CCc1ccc(S(=O)(=O)Nc2cc(C(F)(F)F)ccc2N2CCCC2)cc1
  A: -24%; B: -3%; C: ?; D: ?; E: 2%; F: -25%; G: -10%; H: -7%; I: -6%
Cc1ccc(-c2nc3ccccc3s2)cc1NC(=O)c1cc(-n2cnnc2)ccc1Cl
  A: -9%[57.4 µM]; B: -4%; C: ?; D: 56%[activator]; E: 17%; F: -17%; G: 29%; H: -7%; I: 0%
Cc1ccc(NC(=O)C2CCN(c3nc4ccccc4[nH]3)CC2)cc1Cl
  A: ?; B: 0%; C: -27%; D: -1%; E: 11%[57 µM]; F: 19%; G: 16%[57.1 µM]; H: -2%; I: -2%
CSCC[C@H](NC(=O)Nc1ccc(C)cc1C)C(=O)O
  A: 140%[activator]; B: -8%; C: -17%; D: -10%; E: 55%[activator]; F: 33%; G: -11%; H: 0%; I: i
COc1cccc(C(=O)Nc2ccc(NC(=O)C(C)(C)C)cn2)c1
  A: -9%; B: -1%; C: -11%; D: -1%; E: 33%; F: -10%; G: -10%; H: -1%; I: -7%
COc1ccc(CC(=O)NNC(=O)c2cc(Cl)ccc2OC)cc1
  A: -16%; B: -3%; C: -4%; D: 2%; E: 22%; F: 6%; G: -4%; H: 4%; I: -2%
COc1ccccc1C(=O)Nc1c2c(nn1-c1cccc(C)c1C)CS(=O)(=O)C2
  A: -5%; B: 11%; C: 0%; D: 28%; E: 31%; F: 13%; G: 71%[activator]; H: 2%; I: -15%
Cn1c(=O)n(CCc2ccccc2)c2ccccc21
  A: -4%; B: 1%; C: 0%; D: 0%; E: 13%; F: -4%; G: -5%[57.1 µM]; H: 10%; I: -4%
CCOc1ccc(S(=O)(=O)N2CCCCC2)c(C)c1C
  A: -13%; B: 0%; C: 42%[activator]; D: ?; E: 87%[activator]; F: 0%; G: 36%; H: 1%; I: 2%

Limited to ERG-DNA inh and ALOX12 inh, for some of the entries so far:
Structure	ERG-DNA inh	ALOX12 inh
CSCC[C@H](NC(=O)Nc1ccc(C)cc1C)C(=O)O	-8%	140%[activator]
CN(CC(=O)Nc1ccc(F)cc1)C(=O)COC(=O)c1ccccc1	-3%	-52%
Cc1ccc(-c2nc3ccccc3s2)cc1NC(=O)c1cc(-n2cnnc2)ccc1Cl	-4%	-9%[57.4 µM]

Next section
Field names: A = ALOX12 inh; B = ERG-DNA inh; C = JMJD2A Tudor inh; D = Pin1 inhibitor; E = HP1b binding inh; F = RGS4 inh; G = rTrxR1 inhibitor; H = GLS inhibitor; I = Tb PGK inh
CC(=O)c1cccc(Nc2nc(-c3cccc(C)c3)nc3ccccc23)c1
  A: 6.3µM*; B: 4%; C: -26%; D: 36%[activator]; E: 0%; F: -8%; G: 8%; H: -1%; I: -9%
CC(C)c1ccc(CN2CCN(S(=O)(=O)c3ccc(Cl)s3)CC2)cc1
  A: ?; B: 8%; C: 23%; D: ?; E: 66%[activator]; F: 4%; G: 19%; H: 0%; I: 9%
CCOC(=O)c1sc(NC(=O)C(C)(C)C)cc1C
  A: -2%[57.4 µM]; B: -5%; C: -8%; D: -2%; E: 41%[activator]; F: -20%; G: 10%; H: 2%; I: -2%
COc1cccc(NC(=O)CCc2c(C)nc3c4cccnc4nn3c2C)c1
  A: -24%; B: 2%; C: -18%; D: 2%; E: 49%[activator]; F: -4%; G: 38%[activator]; H: -9%; I: i
C(=C\c1ccco1)/c1nc2ccccc2[nH]1
  A: ?; B: 5%; C: -18%; D: 25%; E: -9%; F: -40%; G: ?; H: 0%; I: -29%
Cc1ccc(N(C)S(=O)(=O)c2c[nH]c3ccc([N+](=O)[O-])cc23)cc1
  A: -11%; B: -4%; C: ?; D: 0%; E: 8%; F: -12%; G: 1%; H: 2%; I: -6%
O=S(=O)(NCc1ccc(Cl)cc1)c1ccc2[nH]c3c(c2c1)CCCC3
  A: ?; B: 3%; C: ?; D: -6%; E: -19%; F: 15%; G: 6%; H: 8%; I: 9%
O=C(/C=C/c1ccccc1Cl)Nc1ccc2c(c1)C(=O)NC2=O
  A: -6%[57.4 µM]; B: 9%; C: ?; D: ?; E: ?; F: -48%; G: 25%; H: -15%; I: -28%
Cc1cccc(CN2CCC(Oc3ccc(C(=O)N4CCCC4)cc3)CC2)n1
  A: 0%; B: -10%; C: -12%; D: 0%; E: 24%; F: -10%; G: -10%; H: 4%; I: 0%
CCCC(C(=O)NC1CCCC1)N(Cc1cccs1)C(=O)c1snc(C(N)=O)c1N (stereo not given)
  A: 7%; B: -17%; C: -4%; D: -11%; E: 29%; F: 5%; G: 13%; H: 0%; I: -8%
CCCn1c(=O)c(C(=O)N/N=C/c2ccc(F)cc2)c(O)c2ccccc21
  A: 155%[activator]; B: 1%; C: -23%; D: 2%; E: 17%; F: 26%; G: 27%; H: -3%; I: -5%
CCOCCn1c(COc2ccccc2)nc2ccccc21
  A: ?; B: 4%; C: 6%; D: 1%; E: 37%; F: 25%; G: 7%[57.1 µM]; H: 7%; I: i
O=c1[nH]c(SCCN2CCOCC2)nc(O)c1-c1ccccc1
  A: 5%; B: -3%; C: -19%; D: 1%; E: ?; F: 26%; G: 8%; H: -2%; I: 1%

Screening data: PubChem, National Center for Advancing Translational Sciences (NCATS)
